cardiac RTF act – increases calcium sensitivity of human cardiac regulated thin filaments; P19429+P45379; IANBD-labeled TnC RTF fluorescence at EC20 calcium; 0% EC20 calcium, 100% full calcium; activation, % at 7.2 µM; hit rate 0.24% among 340,000; AID 493008;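 active = activation above the mean over all tested compounds plus 3 SD, cut at about 30% in these data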;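 also: rise in fluorescence read as greater calcium sensitivity of cardiac thin filaments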
Arrestin-AP2 inh – blocks beta-arrestin peptide binding to AP2 adaptin; FITC-arrestin peptide / GST-AP2 beads, flow cytometry; AP2 beta2 appendage carries R879A mutation; inhibition, % at 10 µM; hit rate 0.31% among 340,000;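 active = inhibition above a set limit, near 3 SD of compounds lacking own fluorescence, cut at about 54% in these data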;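 also: plate controls were DMSO wells for no effect and 5 µM unlabelled arrestin peptide for full effect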
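Assay system: GST-AP2 R879A bound to glutathione beads, E. coli-expressed; Medium: PBS with 0.05% Tween 20 and 0.1% BSA; Also added: fluorescein-tagged arrestin peptide at 50 nM final; Timing: 12 min plus 1 h, RT; Measured by: flow cytometry, FL1 (488/535 nm); Evaluation: percent drop in bead-associated FITC signal.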
C-LANA FP – inhibitors of KSHV LANA C-terminal domain DNA binding; hit rate 0.078% among 340,000; AID 504423; inhibition, % at 9 µM; MBP-C-LANA/FAM-LBS DNA binding, fluorescence polarization;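 active = highest replicate inhibition at or above 60% at 9 µM, even if other replicates fall short; inactive = all replicates below 60% inhibition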;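 also: 0% = neutral control wells and 100% = 4 µM acridine orange control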
Pemphigus Ab inh – blocks pemphigus antibody binding to human desmoglein-3 | DSG3-coupled beads, scFv-anti-DSG3-GFP binding, flow cytometry; stronger effect = lower value | binding (percent of control), % at 10 µM | hit rate 0.48% among 310,000;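 active = binding more than 3 SD below its plate's average and above zero; inconclusive = below that plate limit but binding exactly zero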; also: some compounds called inactive have numbers as strong as hits
V-ATPase pH – regulators of yeast V-ATPase proton transport | response, % at 10 µM | AID 504577 | hit rate 0.37% among 350,000 | S. cerevisiae, pHLuorin cytosolic pH fluorescence; in the data active = response mostly above about 7.3%, no sharp cut-off; inactive = mostly below about 5.4%; also: actives read high; inactives centre near 0; some compounds called inactive have numbers as strong as hits; reference of the scale not given here
Wnt act – Wnt/beta-catenin pathway activation; Wnt/beta-catenin reporter cell assay, activator, plate reader; activation, % at 9.35 µM; hit rate 1.2% among 300,000; in the data active = activation above about 30%, passing the limit was not always enough; inconclusive = no clear call, values can overlap the other calls;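 also: 0% = neutral control wells and 100% = positive control wells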
MOR-DOR inv ag – mu-delta opioid heterodimer inverse agonism. inhibition, % at 9.3 µM. P35372+P41143. hit rate 0.21% among 340,000. AID 504357. cell-based MOR-DOR heterodimer luminescence; in the data active = inhibition above about 22%, passing the limit was not always enough;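 also: 0% = cells with DMSO and 100% = wells without cells with DMSO; values of inactives mirror those of a sister screen read the other way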
Cardiac RTF inh – cardiac RTF calcium desensitization; IANBD-labeled cardiac RTF, Ca2+ fluorescence; inhibition, % at 7.15 µM; hit rate 0.12% among 340,000; AID 493244; P19429+P45379;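 active = inhibition above the mean inhibition of all tested compounds plus 3 SD, cut at about 17% in these data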;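 also: assay run at fixed EC70 calcium of 1.6 mM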
MOR-DOR ag – OPRM1-OPRD1 heterodimerization agonism. P35372+P41143. cells, luminescence. activation, % at 9.3 µM. hit rate 0.3% among 340,000. AID 504326; in the data active = activation above about 18%;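 also: 0% = vehicle-treated cells and 100% = reference agonist; values of inactives mirror those of a sister screen read the other way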
Keap1-Nrf2 PPI – inhibitors of human Keap1-Nrf2 protein-protein interaction; inhibition, % at 9.4 µM; Q14145; Keap1 Kelch-Nrf2 peptide fluorescence polarization, 1536-well; AID 504523; hit rate 0.15% among 340,000; in the data active = inhibition above about 12%; inconclusive = no clear call, values can overlap the other calls; inactive = below about 7.3%;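 also: human Keap1 Kelch domain with fluorescein labeled Nrf2 9mer peptide probe; 0% = neutral control wells and 100% = peptide positive control; higher means more block of Keap1 binding to Nrf2 peptide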
Target sequence (Q14145 whole entry, looked up, the tested form may be a part): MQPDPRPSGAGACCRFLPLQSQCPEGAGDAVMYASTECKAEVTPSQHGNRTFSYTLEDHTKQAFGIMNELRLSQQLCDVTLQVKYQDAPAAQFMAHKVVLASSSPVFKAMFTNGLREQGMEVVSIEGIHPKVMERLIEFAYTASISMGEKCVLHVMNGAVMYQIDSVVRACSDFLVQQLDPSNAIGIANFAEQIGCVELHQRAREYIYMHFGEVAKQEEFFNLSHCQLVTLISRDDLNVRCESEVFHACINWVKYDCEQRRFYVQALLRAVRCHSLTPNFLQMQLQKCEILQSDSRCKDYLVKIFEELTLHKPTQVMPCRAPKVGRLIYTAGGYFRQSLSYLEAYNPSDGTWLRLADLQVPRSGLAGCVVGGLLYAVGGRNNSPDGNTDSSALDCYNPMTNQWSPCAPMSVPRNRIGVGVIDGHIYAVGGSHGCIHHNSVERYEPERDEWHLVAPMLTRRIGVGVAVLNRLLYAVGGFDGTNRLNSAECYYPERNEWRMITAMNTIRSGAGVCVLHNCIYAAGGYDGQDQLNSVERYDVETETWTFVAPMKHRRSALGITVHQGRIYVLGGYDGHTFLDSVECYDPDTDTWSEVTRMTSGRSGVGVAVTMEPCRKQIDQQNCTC
The depositor's hits bear a star; ? = inconclusive; / = not tested or not shown.

SMILES	cardiac RTF act	Arrestin-AP2 inh	C-LANA FP	Pemphigus Ab inh	V-ATPase pH	Wnt act	MOR-DOR inv ag	Cardiac RTF inh	MOR-DOR ag	Keap1-Nrf2 PPI
Cc1cc(NC(=O)CSc2nnc(-c3ccoc3C)n2N)no1	-6.1	-6.5	0.6	105.2	-4.1	/	5.0	-1.5	-0.9	-3.6
CC(=O)CSc1ncnc2sc3c(c12)CCC(C)C3 (centres undefined)	1.8	-5.5	-0.4	112.6	2.9	12.9	-11.8	-4.8	1.6	-1.5
C[C@H]1CN([C@@H](C)CO)C(=O)c2cccc(NC(=O)c3nc4ccccc4s3)c2O[C@H]1CN(C)C(=O)Nc1ccc(F)cc1	20.4	8.2	-1.5	106.3	4.2	-1.2	4.7	-9.2	-0.8	-6.5
CCCCCC1CC(=O)N(Cc2ccc(Cl)cc2)C(=O)N1 (centres undefined)	5.7	-89.5	-2.0	107.1	0.7	/	-7.5	8.7	1.5	-0.4
Cc1cc(N=Nc2ccc3ccccc3c2)ccc1O	1.9	-2.4	0.7	120.7	2.0	20.5	2.6	8.0	-0.5	-1.8
Cc1ccc(-c2cc(C(=O)N/N=C/C=C/c3ccccc3)n[nH]2)s1	-4.6	-0.6	-1.2	102.1	-2.8	-0.6	-46.4	4.9	6.4	-0.9
O=C(O)C1(P(=O)(c2ccc(Cl)cc2)c2ccc(Cl)cc2)CC1	7.3	-3.8	0.3	96.1	0.5	-10.1	3.9	3.5	-0.7	0.7
COc1ccc(NC(=O)c2ccccn2)cc1S(=O)(=O)N1CCOCC1	-0.4	9.3	-3.9	103.6	-2.3	-1.9	12.7	9.3	-2.6	-2.5
COc1cc2c(cc1NC(=O)C(C)N1CCN(S(=O)(=O)c3ccc(C)c(C)c3)CC1)oc1ccccc12 (centres undefined)	5.3	14.3	1.8	106.3	2.2	-0.9	4.5	-3.4	-0.8	-1.6
CC1=CC(C)(C)N(C(=O)CSc2ncn[nH]2)c2ccccc21	-2.1	21.0	-1.0	100.2	-5.6	1.1	8.9	4.9	-1.6	3.6
CC1(C)CC(=O)C2=C(C1)N(c1ccc(F)cc1)C(N)=C(C#N)C2c1cccs1 (centres undefined)	1.2	2.2	2.0	117.9	-0.6	/	8.0	-3.4	-1.4	-0.2
O=[N+]([O-])c1[nH]cnc1/C=C/c1ccccc1	3.5	-8.8	-1.9	88.0	2.9	12.7	7.8	-11.2	-1.5	-1.7
O=C(CCCCCn1c(=O)[nH]c2ccsc2c1=O)N1CCCCC1	-8.1	3.7	-1.0	/	0.4	/	11.2	-8.6	-1.8	-4.3
O=C1Nc2ccccc2C12OCCCCO2	1.4	2.8	1.1	119.0	0.9	-0.3	5.6	-6.8	-1.2	-3.5
O=C(NCCCN1CCOCC1)C(=O)NCc1ccccc1Cl	7.1	-3.9	0.5	115.2	2.1	-0.5	10.4	2.7	-2.1	0.9
O=C1CC(NS(=O)(=O)c2ccc([N+](=O)[O-])cc2)CN1c1ccc2c(c1)OCCO2 (centres undefined)	-5.7	17.3	0.5	100.5	-3.1	1.5	-23.9	-6.8	3.8	1.1
O=[N+]([O-])c1ccc(Sc2n[nH]c(-c3ccncc3)n2)nc1	-0.9	53.4	0.4	102.1	2.1	-1.0	-1.6	2.6	0.3	2.5
NS(=O)(=O)c1ccc(NC(=S)NC(=O)/C=C/c2ccco2)cc1	-0.9	-6.6	10.1	104.5	7.8	3.7	-3.2	-7.0	0.5	-4.7
CC(C)CCN1CCNC(=O)C1CC(=O)Nc1ccc(F)cc1 (centres undefined)	-2.6	-0.8	1.2	96.2	-0.4	/	11.9	1.4	-2.3	-4.3
CCNc1nc(OC)nc(SCC(N)=O)n1	-1.2	-2.6	0.8	103.0	-3.5	-0.1	9.4	-3.1	-2.3	-6.3
CCOc1ccc(NC(=O)Cn2nnc(C(=O)NCc3ccc(OC)cc3)c2N)cc1	-2.8	-18.5	0.6	96.8	-3.0	-2.9	3.9	-1.2	-0.8	-2.1
CCS(=O)(=O)N1CCN(S(=O)(=O)c2ccc(Cl)s2)CC1	0.8	14.6	1.3	105.7	0.0	-2.7	12.1	-6.5	-2.2	-0.2
Nc1nc(NCCO)nc(NCc2ccccc2)c1[N+](=O)[O-]	1.9	-4.3	0.4	97.4	-0.8	/	7.7	-6.9	-1.7	-2.4
Cc1nn(Cc2ccccc2)c(Cl)c1C(=O)NCCc1ccccc1	-1.5	5.3	0.0	88.6	5.7	47.3*	-21.1	5.2	3.2	-6.5
COCCNC(=O)C(C)OC(=O)c1cc2sccc2n1C (centres undefined)	8.1	-1.4	-1.4	98.6	5.1	/	14.8	-2.4	-2.5	-2.6
CCN(CC(=O)Nc1c(F)cccc1F)C(=O)C1CCN(C(=O)c2ccc(Cl)cc2)CC1	-8.6	1.5	-0.4	99.6	0.1	-1.8	10.5	-8.0	-1.6	-0.8
COc1ccc(NC(=S)N2CCC(C(=O)c3ccc(C)cc3)CC2)cc1	3.4	-2.9	2.2	99.0	-1.9	-0.6	6.8	-6.1	-1.4	2.5
Cc1cccc2cc(CN(CCCN3CCOCC3)Cc3nnnn3C(C)(C)C)c(=O)[nH]c12	2.0	-5.6	-1.7	103.1	-1.2	7.6	4.4	-5.5	-0.8	0.6
COc1ccc(-n2c(SCC(=O)Nc3nccs3)nnc2-c2ccc(Cl)cc2)cc1	3.6	15.6	1.2	-1.0*	-1.4	-1.4	-7.2	-21.9	1.4	-4.6
O=C(c1ccccc1Cl)N1CCC(O)(c2cccnc2)CC1	1.7	6.4	1.7	290.2	-3.6	2.7	-12.2	-10.0	1.7	0.5
O=C(Nc1nnc(C2CCCC2)s1)C1CCC1	4.5	-0.1	-0.8	89.0	-2.5	/	-1.8	-1.8	0.3	-1.4
O=C(CSCc1ccc(Cl)cc1)Nc1ccc(S(=O)(=O)N2CCOCC2)cc1	7.8	4.5	-0.9	103.5	0.8	0.5	-10.4	-8.7	2.0	-4.4
Cc1nc2ccc(NC(=O)Cc3ccc4c(c3)OCCO4)cc2s1	8.8	10.1	-1.6	123.1	-1.3	/	7.7	2.2	-1.5	0.3
COc1ccc(CNC(=O)CN(C(=O)CCC(=O)Nc2ccccn2)c2cccc(C)c2C)cc1	-4.7	-11.7	-0.7	102.2	2.7	-1.7	-5.8	-6.2	0.7	0.6
Cc1cc(C(=O)N/N=C/c2ccccn2)c2ccccc2n1	-0.8	-2.8	-0.5	95.7	-0.6	-4.9	14.2	-5.5	-2.2	-4.6
CSc1ccc(/C=C/c2cc(=O)c3ccccc3[nH]2)cc1	3.6	18.3	3.0	105.9	0.1	15.9	-7.6	-18.4	1.5	1.4
CC(=O)Nc1ccc(C(=O)Nc2cc(C(F)(F)F)ccc2-n2cnc3ccccc32)cc1	-3.9	17.6	-0.8	94.1	0.9	0.9	-12.7	0.9	2.1	0.7
COc1ccccc1CCC(=O)NNC(=O)c1ccccc1	9.9	3.5	-2.7	/	-1.5	5.2	-1.8	-19.7	0.3	-1.7
Cc1cccc(C(=O)OC(C)C(=O)NC2CCCc3ccccc32)c1O (centres undefined)	-1.9	8.9	0.7	99.8	-1.5	4.0	-9.0	-8.0	1.3	-1.5
CN(Cc1ccccc1)Cc1nc2c(c(=O)n(C)c(=O)n2C)n1Cc1ccc(Cl)cc1	-0.7	8.7	-1.9	98.5	1.4	-4.6	-4.0	-8.8	0.8	-5.9
Cc1cc(CN(C)C(=O)CC2C(=O)NCCN2Cc2c(F)cccc2Cl)on1 (centres undefined)	3.0	-2.6	-1.0	89.0	-0.3	0.5	11.6	-2.1	-2.2	-2.0
O=C(/C=C/c1ccccc1)Nc1cc(NC(=O)/C=C/c2ccccc2)cc(C(=O)O)c1	8.3	-5.8	-0.6	107.5	1.9	1.0	9.9	-4.4	-1.9	-4.8
Cc1cc([N+](=O)[O-])nn1Cc1ccccc1F	4.5	2.1	0.0	99.3	1.5	-2.5	3.3	-4.6	-0.6	-3.4
COC(=O)c1ccc(C2=NOC(C)(c3sc(-c4ccccc4)nc3C)C2)cc1 (centres undefined)	2.5	2.6	-0.8	106.0	-0.7	0.1	9.0	2.1	-2.0	-8.2
Cc1ccc(C)c(OCC(=O)Nc2ccc(S(=O)(=O)Nc3ccccn3)cc2)c1	11.2	2.8	0.0	103.4	-1.5	-8.2	13.2	-10.7	-3.0	-6.1
CC1=NN(C(=O)COc2ccccc2)C(O)(c2ccccc2)C1 (centres undefined)	3.4	13.5	0.2	101.7	-5.4	/	1.1	-6.3	-0.2	4.5
O=C(c1ccc2snnc2c1)N1CCCCC1	-4.4	13.0	1.5	57.8	-3.9	/	1.5	-2.1	-0.3	0.9
CCCNC(=O)c1ccc(N2CCC3(CC2)CC(c2ccccc2)=NO3)c(NC(=O)Cc2ccc(F)cc2)c1	9.4	0.1	-0.9	/	0.7	-3.9	13.7	-8.8	-2.4	0.0
CC(=O)CC1(O)C(=O)N(CN2CCN(c3ccccc3)CC2)c2ccccc21 (centres undefined)	-2.1	-7.3	-0.6	100.0	1.3	/	6.0	3.6	-1.1	-1.5
CCN(CC)c1ccc(S(=O)(=O)N2CCOCC2)cc1NC(=O)CSc1n[nH]c(N)n1	1.4	5.9	-0.3	99.4	3.1	-2.4	9.3	-3.5	-1.8	-4.0
COC1=C(Nc2ccc(OC)cc2)C(=O)c2ccccc2C1=O	-4.6	7.4	1.5	75.5	6.0	?	-41.9	-4.9	7.0	-1.9
Cc1ccc(Cn2ccc(NC(=O)c3cc(CC(C)C)on3)n2)cc1	1.4	-5.3	0.2	98.7	-4.0	-1.2	-12.6	1.4	2.1	-4.4
COc1ccc(S(=O)(=O)N2CCC(C(=O)NCC3CCCO3)CC2)cc1OC (centres undefined)	/	-15.5	1.0	101.0	-1.2	-0.5	/	/	/	4.9
CCOC(=O)c1c(C)[nH]c(C(=O)Cn2c(=O)c3c(ncn3CC)n(Cc3ccccc3)c2=O)c1C	-0.1	-11.5	-0.4	/	-6.0	0.8	-10.2	-5.2	2.2	-10.6
COc1ccc(NC(=O)CSc2ccc(-c3ccco3)nn2)cc1OC	-5.5	-3.5	0.4	105.5	-5.5	-2.5	21.8	2.0	-4.0	-0.4
CCOC(=O)c1ccc(-n2c(C)nc3c(cnn3-c3ccccc3Cl)c2=O)cc1	-2.2	6.5	-1.9	/	-0.4	-1.1	13.3	3.7	-2.1	2.8
O=C(COC(=O)c1cc(=O)[nH]c2ccccc12)NCc1ccc(F)cc1	-1.5	-5.9	1.3	/	-1.8	0.2	7.2	-9.1	-1.9	-3.2

High-throughput results: PubChem BioAssay, several laboratories
